TRPN1 ag = zebrafish TRPN1 channel agonists, primary screen, cell-based, HEK293, calcium fluorescence; 0.18% of 220,000 active; transient receptor potential cation channel N1 (TRPN1/NompC), Danio rerio; AID 1424, 2008; HEK293 zebrafish TRPN1-YFP, Fluo-8 calcium fluorescence; 100% = response to 87 µM carbachol; activation, % at 3 µM;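 active = activation above its plate's cutoff, the mean activation of test wells on that plate plus 3 SD, cut at about 19% in these data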;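 also: 0% = DMSO alone and 100% = 87 µM carbachol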
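Material: zebrafish TRPN1-YFP in HEK293 cells; Doses: single test compound dose, 3 µM nominal, 0.3% DMSO; Timing: dye loading 1 h at 37 °C, then 30 min room temperature; Technique: intracellular calcium fluorescence with Fluo-8; Benchmarks: high carbachol 87 µM, low DMSO alone.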
TRPML3 agonist = human TRPML3 channel agonists, primary screen, cell-based, HEK293 TRPML3-YFP, Fluo-8 calcium fluorescence, 3 µM | Mucolipin-3 (Homo sapiens), Q8TDD5 | 100% = the carbachol control signal | activation, % at 3 µM | 0.29% of 220,000 active;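 active = activation above its plate's cutoff, the mean activation of the plate's test wells plus 3 SD, cut at about 12% in these data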;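 also: 0% = DMSO only wells and 100% = carbachol wells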
Target sequence (Q8TDD5 whole entry, looked up): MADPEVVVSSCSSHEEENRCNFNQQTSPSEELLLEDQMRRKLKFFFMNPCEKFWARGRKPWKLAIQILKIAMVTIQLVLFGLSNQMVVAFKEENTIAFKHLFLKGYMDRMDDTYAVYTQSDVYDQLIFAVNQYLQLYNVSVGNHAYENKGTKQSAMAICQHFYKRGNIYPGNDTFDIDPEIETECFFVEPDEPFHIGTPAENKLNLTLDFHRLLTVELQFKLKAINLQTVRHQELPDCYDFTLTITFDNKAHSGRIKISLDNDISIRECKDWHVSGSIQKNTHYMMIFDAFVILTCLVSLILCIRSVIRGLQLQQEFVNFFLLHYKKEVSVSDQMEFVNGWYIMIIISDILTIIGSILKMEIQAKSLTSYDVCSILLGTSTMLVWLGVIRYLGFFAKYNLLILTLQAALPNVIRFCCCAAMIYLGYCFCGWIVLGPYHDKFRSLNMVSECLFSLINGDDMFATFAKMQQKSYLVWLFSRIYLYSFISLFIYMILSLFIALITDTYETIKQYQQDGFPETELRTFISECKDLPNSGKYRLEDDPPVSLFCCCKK
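Material: TRPML3-YFP stable HEK293 cells | Dosing: One concentration, 3 µM nominal, 0.3% DMSO | Timing: 125 s total fluorescence read per well | Technique: Fluo-8 calcium dye fluorescence, ex 470-495, em 515-575 nm | Measure: Percent activation from peak-to-basal fluorescence ratio, scaled between DMSO and carbachol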
PERK inh = block of dimerizer-induced PERK translation repression, primary screen, PERK inhibitor project, CHO PERK-DD cells, SEAP luminescence, HTS | Eukaryotic translation initiation factor 2-alpha kinase 3 (Homo sapiens), Q9NZJ5 | CHO PERK-DD fusion, SEAP luminescence translation reporter | inhibition, % at 5.6 µM | 0.17% of 220,000 active | AID 1416, 2008;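 active = inhibition above the mean inhibition of all tested compounds plus 3 SD, set separately per screening campaign, cut at about 2.9% in these data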;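 also: PERK kinase domain activated by AP20187 dimerizer at 100 nM; 0% = DMSO with dimerizer and 100% = rapamycin at 8.4 µM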
Ba/F3 V617F tox = reduced viability of JAK2V617F-dependent Ba/F3 cells, primary screen, JAK2V617F inhibitor project, cell-based, Ba/F3 EpoR-JAK2V617F, luminescence | ATP luminescence | inhibition, % at 5.6 µM | 1.1% of 220,000 active;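 active = inhibition above the campaign mean plus 3 SD over all tested compounds, cut at about 24% in these data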;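 also: cytokine-independent growth of Ba/F3 cells driven by EpoR plus mutant JAK2; 0% = DMSO-treated cells and 100% = JAK inhibitor I control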
Calpain2 inh = inhibitors of pig calpain II, primary screen, biochemical, fluorogenic peptide substrate, 1536-well | purified calpain II, 30 min | inhibition, % at 16 µM | 0.37% of 220,000 active | AID 1236, 2008;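 active = inhibition above about 50%, limit read from the data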
BaF3 tox = parental Ba/F3 cell viability inhibition, counter-screen for JAK2V617F inhibitor project, murine pro-B, CellTiter-Glo luminescence; inhibition, % at 5.6 µM; CellTiter-Glo ATP luminescence; 1.1% of 220,000 active;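 active = inhibition above a per-campaign cutoff, the mean inhibition of all tested compounds plus 3 SD, cut at about 27% in these data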;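 also: 0% = DMSO wells and 100% = JAK Inhibitor I control wells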
EP2 mod = EP2 receptor modulators, cAMP readout, primary screen, cell-based, HTRF cAMP, PGE2 stimulation; EP2-expressing cells, cAMP HTRF FRET, PGE2 co-stimulation; 0.83% of 260,000 active; Prostaglandin E2 receptor EP2 subtype (Homo sapiens), P43116; induction, % at 25 µM;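 active = compounds whose cAMP rise, as percent of the full-agonist control response, exceeds 60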;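 also: rat C6 glioma line stably carrying human EP2 under a CMV promoter; the protocol text gives 20 µM as final concentration; 100% = response of wells given 1 µM PGE2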
S1P4 antagonist = S1P4 receptor antagonists, primary screen, cell-based | S1P4-expressing cells, antagonist mode, reporter read-out | 0.26% of 220,000 active | inhibition, % at 4.98 µM | AID 1510, 2009; in the data active = inhibition above about 29%;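 also: 0% = wells stimulated with agonist and 100% = vehicle wells without agonist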
Target sequence (O95977 whole entry, looked up): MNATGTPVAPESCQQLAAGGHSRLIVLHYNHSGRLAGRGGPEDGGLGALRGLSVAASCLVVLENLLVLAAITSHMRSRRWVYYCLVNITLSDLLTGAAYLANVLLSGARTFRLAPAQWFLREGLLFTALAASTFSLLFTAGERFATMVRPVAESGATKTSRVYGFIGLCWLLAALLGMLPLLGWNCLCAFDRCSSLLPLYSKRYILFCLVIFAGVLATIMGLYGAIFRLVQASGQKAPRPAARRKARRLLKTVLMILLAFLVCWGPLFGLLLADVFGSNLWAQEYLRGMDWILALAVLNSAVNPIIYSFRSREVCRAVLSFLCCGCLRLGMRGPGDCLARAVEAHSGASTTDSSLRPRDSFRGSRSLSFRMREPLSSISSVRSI
S1P4 agonist = S1P4 receptor agonists, primary screen, cell-based | Sphingosine 1-phosphate receptor 4 (Homo sapiens), O95977 | S1P4-expressing cell line, agonist reporter assay | activation, % at 4.98 µM | 0.35% of 220,000 active | AID 1509, 2009; in the data active = activation above about 11%;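 also: 0% = DMSO vehicle and 100% = reference agonist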
Active calls of the source: *; i = inactive; & = joins results of further samples.

SMILES	TRPN1 ag	TRPML3 agonist	PERK inh	Ba/F3 V617F tox	Calpain2 inh	BaF3 tox	EP2 mod	S1P4 antagonist	S1P4 agonist
Cc1[nH]n2c(=O)cc(C(C)(C)C)nc2c1-c1ccccc1	1.2	-0.5	1.1	9	-39	13	3	34*	1.2
CCCS(=O)(=O)N1CCN(C(=O)CCC2CCCC2)CC1	2.8	-0.2	0.5	4	-1	5	10	-8	-2.8
CCOC(=O)c1c(C)n(CCNC(C)=O)c2ccc(OC)cc12	-0.7	-0.3	-0.4	2	-35	6	4	-9	1.7
Cc1cc2oc(=O)cc(CN3CCN(S(=O)(=O)c4ccc5c(c4)OCCO5)CC3)c2cc1C	0.7	0.2	1.1	-3	-299	0	-4	-9	0.1
Cc1nn(C)c(Cl)c1S(=O)(=O)N[C@@H](c1ccccc1)[C@]1(C)C[C@H]1[C@@H](C)C(=O)Nc1ccc2ccccc2c1	-0.3	-0.4	-0.6	7	-37	10	-5	8	1.3
CCn1c2ccccc2c2cc(/C=N/n3c(C)nnc3C)ccc21	-1.7	0.3	-0.3	4	i	5	94*	-1	-2.5
COC(=O)c1cccc(-c2ccc(C(c3c(C)[nH][nH]c3=O)c3c(C)[nH][nH]c3=O)o2)c1	-0.2	2.1	0.6	0	-22	6	23	0	1.2
COc1ccccc1NC(=O)c1ccc(NS(=O)(=O)c2ccc(F)c(F)c2F)cc1	-0.7	-0.5	-0.5	1	2	8	-21	-18	0.8
CC(=O)NC(=O)NC1OC(=O)C(Cl)=C1Cl (centres undefined)	-0.3	0.5	-0.5	-2	-14	-1	-33	-2	2.4
C/C(=N\NC(=O)c1cccc([N+](=O)[O-])c1)c1cccs1	0.1	0.2	0.6	0	-14	-1	-10	-5	0.7
Cc1ccc(C(=O)N/C(=C\c2ccco2)C(=O)NCCCn2ccnc2)cc1C	0.2	0.0	-0.2	-4	-9	2	30	-8	2.3
COc1ccc(-c2nc(-c3ccccc3OC)no2)cc1OC	-1.0	-0.8	0.0	2	-10	6	-16	24	1.1
Cc1sc2nc(Cc3ccccc3)[nH]c(=O)c2c1-c1ccccc1	1.1	0.8	0.2	3	-35	8	18	-7	1.1
O=C(Cn1nc([N+](=O)[O-])nc1Br)NC(c1ccccc1)c1ccccc1	-0.3	-0.3	1.0	-4	13	2	1	-4	1.2
CCOC(=O)C1=C(O)CSC1=Nc1ccccc1	0.8	-1.1	0.5	3	21	5	19	6	0.4
Cc1cc(C(F)(F)F)c(C#N)c(SCC(=O)Nc2nc3ccccc3s2)n1	0.5	0.6	1.2	1	-88	1	-20	-11	-0.3
O=C(CN1CCN(c2ncccn2)CC1)Nc1ccccc1C(F)(F)F	0.8	-0.2	-0.3	2	20	10	-27	9	0.6
Cc1ccc(-n2c(C)nnc2SCC(=O)Nc2ccccc2)cc1	-0.6	0.0	-0.2	-1	-10	-2	11	-10	2.8
Cc1cccc(NC(=S)Nc2ccccn2)c1C	0.7	0.5	0.9	-1	9	7	-14	5	2.0
O=S1(=O)N=C2CCCCCN2C(c2ccncc2)N1 (centres undefined)	0.2	0.8	0.6	3	-9	-1	13	-17	2.8
O=c1[nH]ccc2c([N+](=O)[O-])cccc12	-0.6	0.2	0.9	-3	3	2	-38	-7	-0.7
CCOCCCN1CN(S(=O)(=O)c2ccc(Cl)cc2)c2nc3ccccc3nc21	-0.8	0.4	-1.1	0	-56	4	8	-3	0.0
COc1ccc(CCNCc2ccc(OCc3ccc(Cl)nc3)c(OC)c2)cc1OC	-0.8	1.0	-1.1	-2	20	6	-29	-23	1.9
COCCN1C(=O)c2oc3ccccc3c(=O)c2C1c1ccc(O)c(OC)c1 (centres undefined)	1.0	0.7	0.1	-3	-5	-1	5	8	-0.2
COc1ccc(S(=O)(=O)N2CCN(c3ccccn3)CC2)cc1OC	0.7	-0.7	0.0	1	-34	1	-14	8	-1.1
CCNc1nc(NCC)n2c(SC(C(=O)Nc3cc(C)ccc3C)c3ccccc3)nnc2n1 (centres undefined)	-1.3	0.2	-0.2	-2	11	0	29	-8	1.1
CC(=O)N1C(=O)c2cccc3cccc(c23)C(=O)N1C(C)=O	0.7	0.7	1.7	-2	-22	-1	14	-13	-0.8
C=CCC1(C#N)C(=S)NC2=C(C(=O)CC(C)(C)C2)C1c1ccc(Br)cc1 (centres undefined)	0.2	-0.5	-0.6	2	-17	1	-60	-4	-0.2
O=[N+]([O-])c1cccc(Cl)c1NCCNc1ncc(C(F)(F)F)cc1Cl	0.1	-1.0	-0.1	-5	-9	-1	43	-5	1.6
O=S1(=O)CC(O)C(N2CCCCC2)C1 (centres undefined)	-1.1	0.7	2.6	-3	18	1	21	5	-0.8

Laid out differently: results already given.
Molecule | TRPN1 ag | TRPML3 agonist | PERK inh | Ba/F3 V617F tox | Calpain2 inh | BaF3 tox | EP2 mod | S1P4 antagonist | S1P4 agonist
Cc1[nH]n2c(=O)cc(C(C)(C)C)nc2c1-c1ccccc1 | 1.2 | -0.5 | 1.1 | 9 | -39 | 13 | 3 | 34* | 1.2
CCCS(=O)(=O)N1CCN(C(=O)CCC2CCCC2)CC1 | 2.8 | -0.2 | 0.5 | 4 | -1 | 5 | 10 | -8 | -2.8
CCOC(=O)c1c(C)n(CCNC(C)=O)c2ccc(OC)cc12 | -0.7 | -0.3 | -0.4 | 2 | -35 | 6 | 4 | -9 | 1.7
Cc1cc2oc(=O)cc(CN3CCN(S(=O)(=O)c4ccc5c(c4)OCCO5)CC3)c2cc1C | 0.7 | 0.2 | 1.1 | -3 | -299 | 0 | -4 | -9 | 0.1
Cc1nn(C)c(Cl)c1S(=O)(=O)N[C@@H](c1ccccc1)[C@]1(C)C[C@H]1[C@@H](C)C(=O)Nc1ccc2ccccc2c1 | -0.3 | -0.4 | -0.6 | 7 | -37 | 10 | -5 | 8 | 1.3
CCn1c2ccccc2c2cc(/C=N/n3c(C)nnc3C)ccc21 | -1.7 | 0.3 | -0.3 | 4 | i | 5 | 94* | -1 | -2.5
COC(=O)c1cccc(-c2ccc(C(c3c(C)[nH][nH]c3=O)c3c(C)[nH][nH]c3=O)o2)c1 | -0.2 | 2.1 | 0.6 | 0 | -22 | 6 | 23 | 0 | 1.2
COc1ccccc1NC(=O)c1ccc(NS(=O)(=O)c2ccc(F)c(F)c2F)cc1 | -0.7 | -0.5 | -0.5 | 1 | 2 | 8 | -21 | -18 | 0.8
CC(=O)NC(=O)NC1OC(=O)C(Cl)=C1Cl (centres undefined) | -0.3 | 0.5 | -0.5 | -2 | -14 | -1 | -33 | -2 | 2.4

(next part)
SMILES	TRPN1 ag	TRPML3 agonist	PERK inh	Ba/F3 V617F tox	Calpain2 inh	BaF3 tox	EP2 mod	S1P4 antagonist	S1P4 agonist
CCC(Sc1nc2ccccc2[nH]1)C(=O)Nc1ccc(NC(C)=O)cc1 (centres undefined)	1.0	-0.1	0.1	4	-36	10	-14	-7	0.0
CC1CCN(c2ccc(C(F)(F)F)cc2N)CC1	-0.6	1.0	-0.6	5	2	1	20	2	0.4
Cc1cccnc1NC(=O)Nc1cccs1	-0.1	0.5	0.7	-2	-36	5	-10	-5	0.1
CCOC(=O)CC(NC(=O)c1ccccc1)c1ccc(OC)cc1 (centres undefined)	-0.2	0.3	0.5	0	-8	9	-15	25	2.3
CCOc1cc2[nH]c(=O)n(CCCN3CCCC3=O)c(=O)c2cc1OCC	1.5	0.3	-0.2	5	-69	4	-9	13	0.3
Cc1ccc(C)n1CCN1CCN(C(=O)CC#N)CC1	0.8	-1.3	0.2	-3	-2	7	4	-11	0.6
O=C(CCNS(=O)(=O)c1cccc2nsnc12)NCc1ccccc1Cl	-0.8	0.9	0.7	-2	22	-2	-26	-2	-0.2
CC(C)CNC(=O)C1C2C=CC(C2)C1C(=O)O (centres undefined)	-0.6	0.7	0.9	-3	-13	-1	6	10	0.7
O=C(O)/C(=C/c1cccnc1)NC(=O)c1ccccc1	-1.0	0.9	1.0	-1	-3	-1	13	-29	1.7
C=CCOC(=O)CCC(=O)Nc1cccc2ccccc12	-0.5	0.3	0.9	-2	25	1	-1	-11	-0.9
COc1cc(NC(=O)Cc2ccccc2OC)cc(OC)c1	-1.3	1.1	0.2	0	5	5	-5	-13	4.2
CC(=O)c1cccc(N(C(=O)CNC(=O)c2ccco2)C(C(=O)NCc2ccco2)c2ccccc2)c1 (centres undefined)	0.0	0.5	0.4	-2	8	10	10	6	1.1
O=C1CCCN1c1ccc(S(=O)(=O)N2CCC(c3ccccc3)CC2)cc1	1.5	0.9	0.2	0	23	3	-42	-10	3.2
COc1ccc(C2CC(=O)CC(=O)C2n2cncn2)cc1 (centres undefined)	0.2	1.3	0.6	0	7	0	-4	0	1.0
O=C(COc1cccc2ccccc12)N/N=C/c1ccncc1	2.8	0.8	0.2	3	-10	8	-51	4	0.3
O=C(Nc1nc(-c2cccs2)cs1)c1ccc(S(=O)(=O)N2CCCC2)cc1	1.4	5.2	-1.7	6	-156	5	-22	3	-2.3
COc1ccc(-c2c(C)nc(N)nc2-c2ccc(OCc3ccc(C)cc3)cc2O)cc1OC	-0.3	0.4	-0.2	-3	-7	-2	14	3	1.3
CCc1nnc2sc(-c3ccc(NC(=O)c4ccco4)cc3)nn12	1.1	-0.1	0.3	-4	-7	1	28&4	3	-0.5
Nc1nc2n(n1)C(c1ccc(F)cc1)CC(c1ccc(F)cc1)N2 (centres undefined)	1.2	0.4	0.4	-1	17	0	-2	-23	4.6
COc1ccccc1-n1cnc2cc(NCc3ccccn3)ccc21	1.8	-0.6	0.2	-3	-15	5	9	-17	-0.3
CCCCC(CC)CNC(=O)CC1Nc2c3ccccc3nc(=S)n2C1=O (centres undefined)	-1.9	0.2	2.4	-4	32	-1	28	-4	2.5
NC(=O)c1ccc(NC(=O)COC(=O)c2cccc(Oc3ccccc3)c2)cc1	-0.7	0.8	0.5	-1	-4	1	8	-7	1.9
Cc1c(Cl)cccc1NC(=O)COC(=O)CCc1nc2ccccc2n1-c1ccccc1	0.0	0.0	0.3	0	-8	7	5	-5	-1.4
O=S(=O)(Nc1ccc2cn[nH]c2c1)c1ccc(Cl)s1	-0.8	1.2	0.4	1	-15	6	-31	-8	0.4
CCOC(=O)c1ccc(NS(=O)(=O)N2CCCCCC2)cc1	-2.4	-1.2	0.5	-2	33	3	-6	-11	-0.2
O=C1CCCN1CCCNC(=S)Nc1ccc(F)c(Cl)c1	0.1	1.2	0.2	-1	-14	0	-47	-7	1.1
Cc1cccc(NC(=O)CSc2nnc(-c3ccco3)o2)c1C	0.4	0.9	0.6	3	5	10	35	7	-2.5
CCOC(=O)c1cc2c(ccn2C)n1Cc1ccc(C#N)cc1	-1.1	1.2	-0.5	1	9	7	31	-14	1.7
